proCasp3 act = activators of human procaspase-3; P42574; recombinant procaspase-3 D3A, Ac-DEVD-pNA absorbance 405 nm; activation, % at 8.5 µM; 330,000 compounds, 0.11% hits; AID 463141;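 active means activation above the mean of all tested compounds plus 3 SD, cut at about 21% in these data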;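 further: 0% = DMSO alone and 100% = DMSO wells spiked with extra 5 µM PC-3 D3A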
Target sequence (P42574 whole entry D9A/D28A/D175A): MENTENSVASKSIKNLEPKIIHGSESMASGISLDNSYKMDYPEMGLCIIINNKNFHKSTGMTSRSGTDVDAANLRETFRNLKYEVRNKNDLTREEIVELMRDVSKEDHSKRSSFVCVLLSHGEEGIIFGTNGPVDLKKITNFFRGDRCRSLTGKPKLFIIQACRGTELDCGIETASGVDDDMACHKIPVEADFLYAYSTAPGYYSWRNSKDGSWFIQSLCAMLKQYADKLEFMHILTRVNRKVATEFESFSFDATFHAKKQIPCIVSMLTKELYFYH
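Assay system – Procaspase-3 D3A mutant, all three cleavage aspartates alanine · Controls – DMSO-only low control, 5 µM PC-3 D3A high control · Schedule – 1 h compound preincubation, 2 h substrate hydrolysis at 25 °C · Signal – 405 nm absorbance of p-nitroaniline, reads at 0 and 120 min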
MEP2-GFP yeast = alters MEP2-GFP fluorescence in TOR pathway yeast screen. S. cerevisiae MEP2-GFP strain, flow cytometry GFP, 3 h; 100% = DMSO control level. GFP response vs DMSO, % at 10 µM. 330,000 compounds, 0.51% hits. AID 2016;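 active means GFP response versus DMSO above a set limit, roughly screen mean plus 3 SD, cut at about 180% in these data; inconclusive means fewer than 70 cells counted for a yeast strain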;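 further: median GFP fluorescence of the barcode-gated MEP2-GFP cells per well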
RPL19A-GFP yeast = modulators of TOR pathway RPL19A-GFP in S. cerevisiae | S. cerevisiae RPL19A-GFP strain, flow cytometry, 3 h; active compounds read low | 330,000 compounds, 0.3% hits | percent response vs DMSO, % at 10 µM;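 active means percent response vs DMSO below 50%; inconclusive means fewer than 70 events counted for the yeast strain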;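 further: median channel GFP fluorescence of the barcoded RPL19A-GFP strain; ratio of sample median GFP to plate DMSO average so 100% = DMSO; lower means less RPL19A-GFP as with rapamycin TOR inhibition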
procasp7 counter = counter-screen for procaspase-3 activators: activators of human procaspase-7; P55210; recombinant procaspase-7, Ac-DEVD-pNA absorbance 405 nm; D23A/D198A/D206A triple mutant, cannot self-cleave; scale: DMSO 0, 5 µM enzyme 100; activation, % at 8.5 µM; 330,000 compounds, 0.093% hits;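 active means percent activation above the screen-wide mean plus 3 SD, cut at about 25% in these data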
Target sequence (P55210 whole entry D23A/D198A/D206A): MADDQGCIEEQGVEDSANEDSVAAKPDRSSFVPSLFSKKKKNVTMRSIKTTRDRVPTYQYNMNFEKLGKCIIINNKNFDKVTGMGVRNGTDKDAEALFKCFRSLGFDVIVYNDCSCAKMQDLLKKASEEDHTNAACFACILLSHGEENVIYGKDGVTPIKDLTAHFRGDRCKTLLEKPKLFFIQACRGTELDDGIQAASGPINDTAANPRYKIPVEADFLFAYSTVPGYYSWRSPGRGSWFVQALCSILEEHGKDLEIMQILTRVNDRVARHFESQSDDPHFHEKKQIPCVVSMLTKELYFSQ
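Detection: p-Nitroaniline absorbance at 405 nm, read at 0 and 120 min; system: Uncleavable procaspase-7 mutant enzyme; evaluation: % activation from two-timepoint absorbance difference, scaled to controls; times: 1 h enzyme–compound preincubation and 2 h substrate reaction, both 25 °C; buffer or medium: Zinc-free HEPES pH 7.4 with 300 mM NaCl, 0.01% Triton X-100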
LAP4 TOR yeast = alters LAP4-GFP fluorescence in TOR pathway yeast screen. S. cerevisiae LAP4-GFP multiplex, flow cytometry GFP, 3 h; median GFP as percent of DMSO wells. GFP response vs DMSO, % at 10 µM. 320,000 compounds, 0.34% hits. AID 2023;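 active means GFP response vs DMSO above a set limit, about the screen mean plus 3 SD, cut at about 150% in these data; inconclusive means under 70 cell events counted for the yeast strain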
CIT2 TOR yeast = yeast TOR pathway CIT2-GFP modulation; S. cerevisiae CIT2-GFP strain, flow cytometry, 3 h; 100 means same as DMSO wells; GFP response vs DMSO, % at 10 µM; 320,000 compounds, 0.065% hits; AID 2029;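 active means GFP response relative to DMSO above a set limit, near the screen mean plus 3 SD, cut at about 150% in these data; inconclusive means Fewer than 70 cells measured for a yeast strain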;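 further: ratio of well median GFP fluorescence to mean of DMSO wells on the plate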
AHR activator = human AHR activation. P35869. AHR-responsive luciferase reporter cells, luminescence. activation, % at 5 µM. 320,000 compounds, 2.5% hits. AID 2796; in the data active means activation above about 47%;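 further: 0% = vehicle wells and 100% = reference agonist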
AGP1 TOR yeast = alters AGP1-GFP fluorescence in TOR pathway yeast screen; S. cerevisiae AGP1-GFP multiplex flow cytometry, 3 h; GFP as percent of DMSO wells; GFP response vs DMSO, % at 10 µM; 320,000 compounds, 0.02% hits; AID 2066;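 active means GFP response relative to DMSO above a set limit, near screen average plus 3 SD, cut at about 150% in these data; inconclusive means fewer than 70 cells counted for the yeast strain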;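 further: median GFP channel fluorescence of the gated AGP1 strain per well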
* = called active by the depositor; ? = inconclusive; . = no result given; [ ] = remark or other dose.

SMILES | proCasp3 act | MEP2-GFP yeast | RPL19A-GFP yeast | procasp7 counter | LAP4 TOR yeast | CIT2 TOR yeast | AHR activator | AGP1 TOR yeast
Cc1cc(C(=O)CSc2nnnn2C)c(C)n1-c1cccc(F)c1 | -6 | 95 | 96 | 2 | 97 | 96 | 2 | 95
CC(=O)c1cc(-c2ccccc2)n(CCC(=O)NC2CCC(C)CC2)c1C (configuration not stated) | 4 | 103 | 100 | -2 | 101 | 93 | -1 | 101
O=C(COC(=O)c1cc([N+](=O)[O-])ccc1NCc1ccccc1)NC1CCCc2ccccc21 (configuration not stated) | -2 | 98 | 102 | -14 | 103 | 102 | 8 | 104
CC(=O)N1c2c(ccc3ccccc23)C(C)CC12CCCCC2 (configuration not stated) | 2 | 102 | 101 | 3 | 100 | 98 | -3 | 101
O=[N+]([O-])c1cccc(OCCN2CCC(Cc3ccccc3)CC2)c1 | . | 98 | 105 | . | 93 | 101 | . | 104
CCCCn1c(N)c(N(C)C(=O)c2ccc(OCC3CCCO3)cc2)c(=O)[nH]c1=O (configuration not stated) | -4 | 101 | 98 | 4 | 102 | 100 | 0 | 103
COc1ccc(C(C)(C)C)cc1NC(=O)c1[nH]c(C)c(C(C)=O)c1C | 0 | 99 | 93 | 3 | 100 | 97 | 28 | 90
COc1cc(NC(=O)CSc2nc(C)c(C)c(C)n2)c(C)cc1[N+](=O)[O-] | 7 | 99 | 100 | 12 | 112 | 109 | 6 | 109
Cc1ccccc1-n1c(-c2csc(C)c2C)n[nH]c1=S | -16 | 92 | 100 | -23 | 86 | 98 | 11 | 92
O=C(CSc1nc(=O)n(CCCN2CCOCC2)c2c1CCCC2)Nc1cccc(F)c1 | 3 | 98 | 98 | 4 | 106 | 99 | 0 | 105
Cn1cnc([N+](=O)[O-])c1NCc1ccccc1 | -16 | 94 | 102 | -3 | 103 | 126 | -2 | 123
CCOc1ccc(NC(=O)c2sc3nc(N4CCOCC4)c4c(c3c2N)CC(C)(C)OC4)cc1 | 1 | 112 | 95 | -6 | 94 | 99 | 0 | 96
COc1ccc(S(=O)(=O)N2CCN(C(c3ccccc3)c3ccccc3)CC2)cc1NC(C)=O | 2 | 94 | 98 | 6 | 94 | 96 | 1 | 99
CN(C)c1ccc(C2N(C)C(=O)c3ccccc3N2C)cc1 (configuration not stated) | . | 101 | 106 | . | 93 | 102 | . | 113
CCCN1CCN(CCCNC(=O)c2ccc3nc(N4CCC(C)CC4)sc3c2)CC1 | 8 | 88 | 97 | -1 | 96 | 86 | -8 | 91
Oc1ccc(Br)cc1Cn1nnc2ccccc21 | 6 | 93 | 93 | 1 | 90 | 92 | -2 | 95
CC(C)CCC(O)(CCC(C)C)C(=O)NNc1ccccc1 | -1 | 115 | 102 | -11 | 95 | 111 | 5 | 97
COc1ccc(C2=NOC(C(=O)N3CCCCCC3)C2)cc1OC (configuration not stated) | -4 | 100 | 98 | 2 | 98 | 96 | -1 | 97
Cn1cnnc1SCC(=O)c1cccc([N+](=O)[O-])c1 | 0 | 114 | 118 | 4 | 99 | 103 | 2 | 109
CCCCC(=O)Nc1cccc(-c2cn3ccsc3n2)c1 | -3 | 114 | 100 | 5 | 105 | 111 | 19 | .
CCOC(=O)c1nn(-c2ccccc2)c(C#N)c1N | -2 | 98 | 103 | -13 | 92 | 103 | 2 | 85
CCOC(=O)c1cnc(SC)nc1Oc1cccc(NC(=O)c2ccc(Cl)cc2)c1 | -6 | 109 | 105 | 4 | 99 | 111 | 1 | 96
Cc1ccc(S(=O)(=O)NNC(=O)C2COc3ccccc3O2)cc1C (configuration not stated) | -5 | 95 | 96 | -11 | 112 | 93 | 2 | 105
COC(=O)c1c(NC(=O)CC2SC(N)=NC2=O)sc(C)c1C (configuration not stated) | 5 | 108 | 114 | 9 | 98 | 112 | 5 | 110
O=C(Oc1csc(=S)n1C(=O)c1ccccc1)c1ccccc1 | -6 | 109 | 110 | -13 | 114 | 101 | 1 | 104

Additional structures follow.
SMILES | proCasp3 act | MEP2-GFP yeast | RPL19A-GFP yeast | procasp7 counter | LAP4 TOR yeast | CIT2 TOR yeast | AHR activator | AGP1 TOR yeast
CC1Oc2ccccc2N(CC(=O)NCc2cccs2)C1=O (configuration not stated) | -7 | 109 | 101 | -2 | 110 | 103 | 11 | 99
COC(=O)c1sccc1NS(=O)(=O)c1ccc(F)cc1F | -6 | 106 | 109 | -4 | 111 | 123 | 3 | 118
COc1ccc(Nc2nc(N)nc(CN3CCN(c4ccccn4)CC3)n2)cc1 | 3 | 104 | 104 | -9 | 97 | 108 | 15 | 115
Cn1c(=O)c2[nH]c(COc3ccc(C(C)(C)C)cc3)nc2n(C)c1=O | 4 | 99 | 98 | 11 | 106 | 93 | -3 | 98
COc1ccc(NC(=O)Cn2cnc3sc(C)c(S(=O)(=O)N4CCN(C)CC4)c3c2=O)cc1OC | -7 | 95 | 93 | 2 | 104 | 90 | 6 | 100
COC(=O)[C@@H]1C[C@@]2(O)[C@@H](O)[C@@H](O)[C@@H](O)C[C@H]2N1CC(c1ccccc1)c1ccccc1 | 2 | 98 | 96 | -7 | 94 | 103 | 3 | 100
COc1cc(/C=C2/C(=O)NN(c3ccc(F)cc3)C2=O)cc(Cl)c1O | -10 | 90 | 85 | -9 | . | 84 | 4 | 89
COCCn1c(SCC(=O)Nc2ccccc2)nnc1-c1ccoc1C | 3 | 234*[may fluoresce violet] | 54[may fluoresce violet] | 11 | 74[may fluoresce violet] | ? | -1 | ?
CCN1CCN(CC(=O)c2cc(Cl)ccc2Cl)CC1 | 1 | 97 | 97 | 7 | 85 | 95 | 1 | 94
CCN(CC)S(=O)(=O)c1ccc(/C=C/C(=O)OCC(=O)NNC(=O)c2ccc(OC)cc2)cc1 | 1 | 107 | 99 | 7 | 98 | 98 | 0 | 102
COc1ccc(C(O)P(=O)(OCC(C)C)c2ccc(N(C)C)cc2)c(OC)c1 (configuration not stated) | 6 | 115 | 110 | 0 | 98 | 102 | -1 | 92
COc1ccc(C(C)=O)cc1COC(=O)c1ccc(S(=O)(=O)N(C)C)cc1 | 9 | 93 | 98 | 4 | 105 | 101 | -1 | 101
Cc1sc2ncnc(Sc3nnnn3-c3ccc(Cl)cc3)c2c1C | -2 | 100 | 96 | -2 | 107 | 98 | 20 | 100
CC(=O)Nc1c(O)nc(C)[nH]c1=O | 5 | 98 | 92 | -2 | 97 | 90 | 0 | 93
C=CCSc1nnc(COc2ccc(=O)n(-c3ccccc3)n2)n1CC | 1 | 101 | 91 | 5 | 98 | 91 | 4 | 98
CN(c1ccc(C(=O)N2CCN(Cc3ccccc3)CC2)cc1)S(=O)(=O)c1ccc(Cl)cc1 | -4 | 96 | 99 | -5 | 99 | 103 | 10 | 102
Cc1nc2ncnn2c(N2CCC(C(=O)NC3CCCC3)CC2)c1Cc1ccccc1 | -8 | 102 | 96 | -5 | 100 | 107 | 0 | 105
CC(C)c1ccc(/C=C2\CC/C(=C\C=N\N(C)C)C2=O)cc1 | -4 | 100 | 104 | -18 | 102 | 105 | -6 | 109
COC(=O)/C=C1\SC(=NC(=O)c2ccc(C)cc2)NC1=O | -11 | 97 | 99 | -12 | 101 | 96 | 3 | 97
O=C(Nc1ccc(Oc2ccccc2)cc1)C1CCCN(c2ncccn2)C1 (configuration not stated) | 3 | 103 | 100 | 3 | 101 | 97 | -2 | 105
Cc1ccc(-c2csc(NC(=O)c3ccc(-c4ccccc4)cc3)n2)o1 | 3 | 97 | 98 | -6 | 106 | 98 | 8 | 98
COc1ccc(C2NS(=O)(=O)N=C2N)cc1 (configuration not stated) | 7 | 88 | 99 | 8 | 94 | 101 | 0 | 100
N#Cc1c(N)n(CCOC(=O)c2cccc([N+](=O)[O-])c2)c2nc3ccccc3nc12 | -37 | 91 | 100 | -22 | 89 | . | 3 | 100
CCOC(=O)c1cnn(-c2nc(SC)nc3sc4c(c23)CCC4)c1N | 6 | 103 | 100 | 8 | 110 | 110 | 5 | .
CCCCOC(=O)c1ccc(-c2ccc(/C=N/NC(=S)NCC)o2)cc1 | 10 | 107 | 96 | 22 | 101 | 93 | 9 | 94

(next part)
SMILES | proCasp3 act | MEP2-GFP yeast | RPL19A-GFP yeast | procasp7 counter | LAP4 TOR yeast | CIT2 TOR yeast | AHR activator | AGP1 TOR yeast
CCCn1c(SCC(=O)Nc2nnc(C)s2)nnc1C1CC1 | -8 | 95 | 96 | -8 | 92 | 99 | 1 | 93
COc1cccc(CNC(=O)c2cc3c(C)nc4ccccc4c3o2)c1 | 3 | 102 | 97 | 0 | 99 | 97 | 13 | 101
COc1ccc2c(=O)c(C(=O)NCc3ccccc3)c[nH]c2c1 | -1 | 106 | 93 | -9 | 86 | 86 | 40 | 91
CCOc1ccccc1NC(=O)C(OC(=O)c1ccc(O)cc1)c1ccccc1 (configuration not stated) | 4 | 91 | 97 | 0 | 96 | 98 | 17 | 99
O=C(c1ccccc1)c1cccc[n+]1[O-] | 2 | 103 | 101 | 1 | 90 | 109 | 0 | 99
CCOC(=O)c1ccc(Oc2c(C)oc3c(CN4CCN(C)CC4)c(O)ccc3c2=O)cc1 | 3 | 104 | 99 | 4 | 100 | 107 | -1 | 100
CC(C)OC(=O)c1cccnc1SCc1cc(=O)n2ccccc2n1 | 2 | 113 | . | -8 | 125 | 118 | 55* | 112
COC(=O)C(O)(CC(=O)Nc1ccc(OC)cc1)C(F)(F)F (configuration not stated) | 7 | 102 | 99 | 0 | 99 | 97 | 1 | 101
COc1ccc(C(=O)NCCC(=O)NCc2cc(=O)n(C)c(=O)n2C)cc1 | 5 | 102 | 102 | 6 | 98 | 107 | -2 | 106
CC1CCN(C(=O)CCNS(=O)(=O)c2ccc(Cl)cc2)CC1 | 6 | 105 | 104 | 2 | 106 | 101 | -1 | 107
O=C(NCC1CCCO1)NC1CCCCC1 (configuration not stated) | -10 | 103 | 96 | -5 | 95 | 93 | -5 | 100
FC(F)(F)c1cc(-c2ccco2)nc(N2CCOCC2)n1 | -10 | 96 | 100 | 0 | 100 | 95 | -1 | 96
CC(C)C[C@H](NC(=O)N1CC(=O)Nc2ccccc21)C(=O)N1CCC[C@H]1C(=O)O | 0 | 107 | 96 | 1 | 101 | 98 | -1 | 101
C/C(=C\C(=O)c1ccc(Br)cc1)NCc1ccc(C)cc1 | 4 | 101 | 96 | 6 | 106 | 102 | 9 | 98
CCCCN(C(=O)CSc1ncn[nH]1)c1c(N)n(Cc2ccccc2)c(=O)[nH]c1=O | -3 | 105 | 82 | 4 | 108 | 89 | 1 | 98

Complete entries as entered above. Order of values: proCasp3 act | MEP2-GFP yeast | RPL19A-GFP yeast | procasp7 counter | LAP4 TOR yeast | CIT2 TOR yeast | AHR activator | AGP1 TOR yeast
Profile of `Cn1cnc([N+](=O)[O-])c1NCc1ccccc1` = -16 | 94 | 102 | -3 | 103 | 126 | -2 | 123
Profile of `Cc1ccc(S(=O)(=O)NNC(=O)C2COc3ccccc3O2)cc1C` (configuration not stated) = -5 | 95 | 96 | -11 | 112 | 93 | 2 | 105
Profile of `FC(F)(F)c1cc(-c2ccco2)nc(N2CCOCC2)n1` = -10 | 96 | 100 | 0 | 100 | 95 | -1 | 96
Profile of `O=[N+]([O-])c1cccc(OCCN2CCC(Cc3ccccc3)CC2)c1` = . | 98 | 105 | . | 93 | 101 | . | 104

Bioassay records deposited in PubChem BioAssay by several laboratories.
